Screens: PubChem BioAssay, National Center for Advancing Translational Sciences (NCATS)
HEK293 tox – cytotoxic in the GLP-1 receptor inverse agonist counter-screen; HEK293 cAMP-luciferase reporter cells, luminescence, 24 h; Potency, µM (doses to about 38.3 µM), inactives show at the highest dose activity change, negative = inhibition, most hits filed as inhibitors; actives 0.13% (n = 410,000); AID 624418;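 further: loss of luciferase light is scored as toxicity; potency means the concentration at half of the fitted maximal effect; on the % scale 0 is the no-effect control and ±100 the full control effect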
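Here, cytotoxicity is scored as loss of luminescence. The MLSMR collection was tested on cells seeded in medium containing 10% Nu serum, with a 24 hr compound exposure preceded by 12 hours of culture.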
aSyn yeast inh – inhibitors of alpha-synuclein toxicity in yeast | Yeast expressing alpha-synuclein, growth rescue, BacTiter-Glo, 24 h | Potency, µM (top dose mostly 46.1 µM), for inactives: top-dose growth rescue (activation), usual class: activators | actives 0.14% (n = 370,000); further: potency means the concentration at half of the fitted maximal effect; % of control where 0% means no effect; nearly all actives have a fitted effect of over 65% in size
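Galactose-induced alpha-syn yeast (OD600=0.02, raffinose-pregrown) + pinned cpd, 24 hr, 30 deg C; growth by BacTiter-Glo luminescence. Growth restoration scores as activation.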
GLP1R inv ag – GLP-1 receptor (human) inverse agonism | P43220 | HEK293 GLP-1R CRE-luciferase, luminescence, 24 h; GLP-1R form is constitutively active | Potency, µM (series often up to 38.3 µM), inactives show at the top dose activity change, negative = inhibition, most hits filed as inhibitors | actives 1.6% (n = 410,000); further: potency means the concentration at half of the fitted maximal effect; on the % scale 0 is the no-effect control and ±100 the full control effect; nearly all actives have a fitted effect of over 55% in size
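qHTS in 1536-well format: reporter HEK293 cells expressing constitutive GLP-1R activity in DMEM + 10% Nu serum, 24 hr with compounds at 37 deg C, luminescence read after 12 min with detection reagent.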
GLP1R ag – agonists of human GLP-1 receptor. P43220. HEK293 GLP-1R CRE-luciferase, luminescence, 4-6 h; cells express a hypersensitive GLP-1R form. Potency, µM (titrated, usually from 45.6 µM), for inactives: at the highest dose activation, hits mostly activators. actives 0.007% (n = 380,000); further: potency means the concentration at half of the fitted maximal effect; % of control where 0% means no effect
DRD3 antagonist – D3 dopamine receptor (human) antagonism. D3R cells, DiscoveRx beta-arrestin luminescence, antagonist mode; stronger effect = lower value. max response, negative = inhibition, %. P35462. actives 2.5% (n = 360,000); in the data active means max response below about -50%; inconclusive means no clear call, values can overlap the other calls; further: on the % scale 0 is the no-effect control and ±100 the full control effect; mostly tested at two doses, the higher about 12 µM
Target sequence (P35462 whole entry, looked up): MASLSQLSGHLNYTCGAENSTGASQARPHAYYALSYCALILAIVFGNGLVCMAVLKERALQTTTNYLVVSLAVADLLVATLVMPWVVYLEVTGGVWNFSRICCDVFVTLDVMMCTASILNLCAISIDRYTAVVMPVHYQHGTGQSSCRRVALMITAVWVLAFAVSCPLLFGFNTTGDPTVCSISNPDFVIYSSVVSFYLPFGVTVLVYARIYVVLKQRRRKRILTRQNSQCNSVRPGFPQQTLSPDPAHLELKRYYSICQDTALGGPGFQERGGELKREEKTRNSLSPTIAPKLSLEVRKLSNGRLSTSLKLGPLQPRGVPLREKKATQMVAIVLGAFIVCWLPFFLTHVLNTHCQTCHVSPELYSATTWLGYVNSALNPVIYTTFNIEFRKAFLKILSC
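Cells plated overnight at 1500 cells/well, then exposed to library compounds with dopamine controls for 90 minutes at 37 degrees C. DiscoveRx reagent added for 30–60 minutes at room temperature; luminescence read, quantitative HTS format.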
TDP-43 yeast inh – inhibitors of TDP-43 toxicity in yeast. TDP-43 expressing yeast growth rescue, BacTiter-Glo, 24 h. Potency, µM (titrated, usually from 46.1 µM), inactives show top-dose growth rescue (activation), actives largely listed as activators. actives 1.8% (n = 410,000). AID 652104; further: potency means the concentration at half of the fitted maximal effect; % of control where 0% means no effect; nearly all actives have a fitted effect of over 50% in size
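Cell-based yeast growth screen: TDP-43 expression induced in galactose, inoculum OD600=0.02 after raffinose pregrowth to mid-log. Read-out BacTiter-Glo luminescence at 24 hr, 30 deg C; inhibition of toxicity seen as signal increase.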
PTHR1 agonist – PTHR1 (human) receptor agonism; Q03431; actives 0.075% (n = 410,000); HEK293 GP2 PTHR1 cells, GloSensor cAMP luminescence, 1 h; Potency, µM (titrated, usually from 115 µM), for the others: at the top dose activation, usual class: activators; AID 743266; further: potency means the concentration at half of the fitted maximal effect; nearly all actives have a fitted effect of over 55% in size; some results filed as inactive show a strong effect at the top dose; inactives centre near -15; many of its hits are not listed in these tables
Target sequence (Q03431 whole entry, looked up): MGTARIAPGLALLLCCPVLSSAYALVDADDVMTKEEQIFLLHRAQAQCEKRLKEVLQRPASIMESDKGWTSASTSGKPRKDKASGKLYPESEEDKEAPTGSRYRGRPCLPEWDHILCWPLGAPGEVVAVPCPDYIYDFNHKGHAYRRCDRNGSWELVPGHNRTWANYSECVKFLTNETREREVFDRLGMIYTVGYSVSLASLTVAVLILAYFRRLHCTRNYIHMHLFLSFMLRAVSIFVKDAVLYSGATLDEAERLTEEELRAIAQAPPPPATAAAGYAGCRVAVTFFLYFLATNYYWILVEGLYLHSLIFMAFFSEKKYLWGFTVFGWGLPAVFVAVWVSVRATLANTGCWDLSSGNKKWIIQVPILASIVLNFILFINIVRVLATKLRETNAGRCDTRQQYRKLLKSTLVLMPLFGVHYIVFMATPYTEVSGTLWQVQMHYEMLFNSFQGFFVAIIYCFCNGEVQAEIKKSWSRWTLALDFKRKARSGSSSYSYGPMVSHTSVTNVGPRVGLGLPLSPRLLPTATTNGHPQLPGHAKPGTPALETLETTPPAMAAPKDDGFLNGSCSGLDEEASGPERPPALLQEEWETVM
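HEK-293-derived GP2 cells expressing PTHR1 and a GloSensor cAMP reporter, 3,000/well, plated overnight, given luciferin plus IBMX (each 0.5 mM as added) for 1 h at 37 °C, then compound for 1 h at 37 °C. Luminescence was read after 15 min at room temperature.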
DRD3 agonist – agonists of human D3 dopamine receptor | actives 0.58% (n = 410,000) | max activation, % | D3R DiscoveRx beta-arrestin cells, luminescence, 90 min | P35462 | AID 652048; in the data active means max activation above about 30%; further: 0% is about no effect; mostly tested at two doses, the higher about 12 µM
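Agonist mode: compounds and dopamine controls were applied to plated cells for 90 min at 37 degrees C after an overnight attachment at 1500 cells/well. Luminescent read-out followed 30 - 60 minutes at room temperature with DiscoveRx detection reagent.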
KB-V1 cytotox – kills drug-selected multidrug resistant KB-V1 cells; actives 3.4% (n = 400,000); AID 1347076; KB-V1 MDR cells viability, CellTiter-Glo, 72 h; Potency, µM (highest dose often 46.1 µM), for the others: top-dose activity change, negative = cytotoxicity, actives largely listed as cytotoxic; further: potency means the concentration at half of the fitted maximal effect; on the % scale 0 is the no-effect control and ±100 the full control effect; nearly all actives have a fitted effect of over 60% in size
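Compound-treated KB-V1 multidrug-resistant cells, 72 h, 37 degrees C; viability by CellTiter-Glo. Fitted qHTS curves give the values.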
The depositor's hits bear a star; i = inactive; ? = inconclusive; / = no result given; [ ] = dose if it differs, or a comment. Unless noted, the call rests on the fitted dose curve; in most records, active means well fitted curve in the direction sought with a large enough effect; inconclusive means small, poorly fitted or top-dose-only effect, or another doubt; inactive means no such curve, though single readings can be large; an effect the other way counts as inactive or inconclusive.

SMILES	HEK293 tox	aSyn yeast inh	GLP1R inv ag	GLP1R ag	DRD3 antagonist	TDP-43 yeast inh	PTHR1 agonist	DRD3 agonist	KB-V1 cytotox
COc1cc(CCNC(=O)c2cnn3ccccc23)cc(OC)c1OC	-25%	-5%	?	10%	-14	10%	-8%	-3	?
CCOC(=O)c1c(C)oc2nc(C)nc(NCc3ccccc3OC)c12	8%	/	9%	/	/	18%	-6%	12	-9%
CCCOc1ccc(C(=O)Nc2ccc(N3CCOCC3)cc2N2CCOCC2)cc1OCC	4%	1%	11%	-2%	19	0%	i	3	-17%
CC(=O)c1c(O)c2ccccc2n(C)c1=O	0%[7.66 µM]	6%	9%[7.66 µM]	0%	-7	-70%[inhibitor]	-11%	-1	0%
NC(=O)c1nsc(C(=O)N(CC(=O)NC2CCCC2)c2ccc(F)c(Cl)c2)c1N	1%	14%	5%	11%	-10	-10%	-18%	3	1%
COc1ccc(S(=O)(=O)N2CCN(Cc3cccc(F)c3)CC2)cc1	20%	0%	-33%	10%	-24	-24%	i	-5	25%
Cc1ccc(-c2nc(CS(=O)(=O)CC(=O)NC(C)CCc3ccccc3)c(C)o2)cc1 (stereo not drawn)	-4%	/	?	/	/	?	-17%	5	-11%
Cc1ccc(/C=N/NC(=O)Cn2nccc2C)o1	1%	1%	0%	1%	-10	-14%	i	-5	0%
CCCCC(c1nnnn1C(C)C)N1CCN(C(=O)c2ccco2)CC1 (stereo not drawn)	8%	0%	16%	3%	-5	-18%	i	-23	?
O=C(Cc1ccccc1)Nc1nc2ccccc2[nH]1	-7%	-1%	?	-3%	7	-6%	i	3	-2%
CSc1nc(N)nc2c1ncn2C1OC(CO)C(O)C1O (stereo not drawn)	-3%	-1%	9%	6%	-8	-20%	i	-1	6%
Cc1ccc(S(=O)(=O)c2c(Nc3cc(F)ccc3F)sc(C(=O)c3ccc(F)cc3)c2N)cc1	3%	/	-2%	1%	/	16%	-9%	3	?

One compound at a time (already shown). Order of screens: HEK293 tox | aSyn yeast inh | GLP1R inv ag | GLP1R ag | DRD3 antagonist | TDP-43 yeast inh | PTHR1 agonist | DRD3 agonist | KB-V1 cytotox
`COc1ccc(S(=O)(=O)N2CCN(Cc3cccc(F)c3)CC2)cc1` as listed: 20% | 0% | -33% | 10% | -24 | -24% | i | -5 | 25%
`Cc1ccc(-c2nc(CS(=O)(=O)CC(=O)NC(C)CCc3ccccc3)c(C)o2)cc1` (stereo not drawn) as listed: -4% | / | ? | / | / | ? | -17% | 5 | -11%

(more compounds)
SMILES	HEK293 tox	aSyn yeast inh	GLP1R inv ag	GLP1R ag	DRD3 antagonist	TDP-43 yeast inh	PTHR1 agonist	DRD3 agonist	KB-V1 cytotox
CCCc1cc(NCCCO)n2c(nc3ccccc32)c1C#N	37%[activator]	-1%	73%[activator]	16%	-2	2%	i	7	-13%
CCCCN(C)CCCNC(=O)Cn1ncc2c3ccccc3n(Cc3ccccc3)c2c1=O	2%	/	-9%	/	/	1%	8%	-24	-15%
Cc1cccc(C(=O)Nc2ccc(C(=O)OCc3cc(=O)n4nc(CC(C)C)sc4n3)cc2)c1	12%	/	11%	/	/	8%	i	-8	/
COc1cc(C(=O)NC(=S)NC(C)C)cc(OC)c1OC	-14%	3%	7%	2%	9	22%	i	5	?
CCn1cc(C(=O)N[C@@H](C)C(=O)NCCCN2CCOCC2)c(=O)c2cc3c(cc21)OCO3	7%	0%	-18%	-3%	22	1%	i	7	-21%
O=C(NNS(=O)(=O)c1ccc(Cl)cc1)NC1CCCCC1	-4%	-6%	-21%	-4%	?	-16%	-1%	-5	-2%
Cc1ccc(F)c(S(=O)(=O)NC(=O)C2(C)CCN2C(=O)c2cccc3ccccc23)c1 (stereo not drawn)	-2%	-10%	-15%	-5%	4	11%	-20%	72*	10%
Cc1ccc(NC(=O)C2CCCN(c3ncnc4c3nc3n4CCCCC3)C2)cc1F (stereo not drawn)	3%	/	3.5µM*	/	/	23%	-44%[inhibitor]	-12	?
COC(=O)C(NC(=O)c1ccccc1)C(C)(C)SCc1ccccc1 (stereo not drawn)	3%	-3%	?	1%	-8	18%	i	-5	?
CC(C)Oc1ccc(F)cc1-c1cc(C(=O)Nc2ccccc2)[nH]n1	1%	2%	-15%	10%	3	0%	-6%	-6	-21%
O=C(Nc1ccc(Br)cn1)c1ccc(Cl)s1	-24%	-3%	?	0%	-16	-8%	-24%	-13	-9%
COc1ccc(N2CCN(CCCNC(=O)C3CCC(CNc4nc(=S)[nH]c5ccccc45)CC3)CC2)cc1 (stereo not drawn)	-7%	0%	-8%	3%	-3	17%	-41%[inhibitor]	-7	?

Continued (three carried over from the part before).
SMILES	HEK293 tox	aSyn yeast inh	GLP1R inv ag	GLP1R ag	DRD3 antagonist	TDP-43 yeast inh	PTHR1 agonist	DRD3 agonist	KB-V1 cytotox
CC(C)Oc1ccc(F)cc1-c1cc(C(=O)Nc2ccccc2)[nH]n1	1%	2%	-15%	10%	3	0%	-6%	-6	-21%
O=C(Nc1ccc(Br)cn1)c1ccc(Cl)s1	-24%	-3%	?	0%	-16	-8%	-24%	-13	-9%
COc1ccc(N2CCN(CCCNC(=O)C3CCC(CNc4nc(=S)[nH]c5ccccc45)CC3)CC2)cc1 (stereo not drawn)	-7%	0%	-8%	3%	-3	17%	-41%[inhibitor]	-7	?
CN(C)c1nc(C(F)(F)F)cc(=O)[nH]1	0%	4%	9%	1%	4	-9%	i	2	?
Cc1ccc(S(=O)(=O)N2CCCCC2)c2nsnc12	-9%	9%	-3%	13%	1	7%	-3%	1	10%
O=C(N/N=C/c1cccc(Oc2ccccc2)c1)c1ccncc1	0%	17%	-6%	6%	12	13µM*	-11%	0	-7%
O=S(=O)(N1CCCCC1)N1CCNCC1	4%	-15%	-7%	0%	16	5%	-2%[57.5 µM]	7	8%
CC1=CC2=NC(=O)CC(C)(C(=O)N(CC(=O)NC3CCCC3)Cc3ccc(Cl)cc3)N2C=C1 (stereo not drawn)	-9%	-3%	3%	0%	-4	-7%	-23%	-7	3%
O=C(CCc1nnc(Cc2ccc(-c3ccccc3)cc2)o1)NCC1CC1	-9%	4%	-26%	?	2	-21%[0.397 µM]	i	6	?
N#CCCn1nc(-c2ccccc2)c2ccccc2c1=O	8%	-5%	12%	26%	3	24%	-9%	-2	-12%
CCN1CCN(C(=O)c2ccc(CSc3ccc(C)cc3)cc2)CC1	11%	5%	?	0%	-53*	-22%	-52%[inhibitor]	-30	0%
Cc1cc(C(=O)NNC(=O)c2sccc2C)c(C)o1	-7%	-5%	?	0%	14	0%	-3%	-6	-5%
COc1ccc(C(NC(C)=O)c2nccc3cc(OC)c(OC)cc23)cc1OC (stereo not drawn)	-4%	5%	133%[activator]	?	4	-18%	-1%	1	8%
CC(C)(C)c1ccc(S(=O)(=O)N2CCCC2C(=O)NC2=NCCS2)cc1 (stereo not drawn)	12%	-2%	-13%	4%	4	8%	-40%[inhibitor]	-1	-1%
O=C(C1=C(O)C(=O)N(CC2CCCO2)C1c1ccccc1F)c1ccco1 (stereo not drawn)	0%	0%	10%	2%	0	23%	i	-3	-5%
COc1ccc(/C=C/C(=O)c2ccoc2)cc1	4%	-7%	7%	-9%	?	24%	-6%[57.5 µM]	5	2%
COc1ccccc1-n1c(C)nnc1SCC(=O)Nc1cc(C)cc(C)c1	-4%	4%	0%	-1%	12	10%	i	5	2%
Cn1c(=O)c2c(ncn2CC(=O)Nc2cc(S(=O)(=O)N3CCCCC3)ccc2O)n(C)c1=O	-14%	2%	12%	-1%	-8	10%	i	7	18%
CC(C)=CCCC(C)CN1CCC(O)CC1 (stereo not drawn)	-9%	2%	?	-11%	-9	-16%	-10%[57.5 µM]	-22	3%
CS(=O)(=O)c1ccc(NC(=O)CN2C(=O)C3CCCCC3C2=O)cc1 (stereo not drawn)	0%	-4%	1%	1%	-12	0%	-12%	3	25%
CC1=C(CC(=O)NCC(=O)NCC(=O)O)c2cc(F)ccc2/C1=C/c1ccc(S(C)=O)cc1 (stereo not drawn)	-1%	-2%	14%	-2%	?	-14%	?	-16	0%
O=C(Nc1nc(-c2cccnc2)cs1)c1ccccc1F	1%	-5%	13%	3%	-13	16%[9.22 µM]	-14%	-1	-19%
Cc1ccc2c(c1)nc(NCCCO)n2C	7%	2%	-7%	0%	19	15%	i	1	0%
COC(=O)c1sccc1NC(=O)Nc1cccc(C)c1	4%	-31%[inhibitor]	10%	12%	9	?	-40%[inhibitor]	2	0%
O=C1OCCN1C(=O)[C@H]1[C@H](c2ccc(Cl)cc2)C(c2ccc(F)cc2)=NN1c1ccccc1	107%[activator]	?	?	-2%	50	17%	-37%[inhibitor]	8	?
O=C(NCc1ccncc1)C1CCCN(S(=O)(=O)Cc2ccccc2)C1 (stereo not drawn)	-15%	-4%	-8%	-6%	-10	-16%	-11%[57.5 µM]	-5	5%
Cc1ccc(N2C(=O)[C@@H]3C(C(=O)C(c4ccccc4)c4ccccc4)=NN[C@@H]3C2=O)cc1	18%	3%	-21%	-20%	-15	-4%	-21%	-2	8%

A portion of the library, so the mix of outcomes need not match the whole.
